CCR6 antag – CCR6 (human) receptor antagonism; CHO-K1 CCR6 PathHunter beta-arrestin, luminescence, CCL20-stimulated; AID 493098; inhibition, % at 20 µM; P51684; 0.49% of 340,000 active;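 active = compounds whose inhibition of the agonist-driven luminescence signal at 20 µM reaches about 50%, limit read from the data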;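 also: cells stimulated with CCL20 at 14 nM final; plate controls were DMSO with CCL20 for no effect and DMSO without agonist for full effect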
Target sequence (P51684 whole entry, looked up): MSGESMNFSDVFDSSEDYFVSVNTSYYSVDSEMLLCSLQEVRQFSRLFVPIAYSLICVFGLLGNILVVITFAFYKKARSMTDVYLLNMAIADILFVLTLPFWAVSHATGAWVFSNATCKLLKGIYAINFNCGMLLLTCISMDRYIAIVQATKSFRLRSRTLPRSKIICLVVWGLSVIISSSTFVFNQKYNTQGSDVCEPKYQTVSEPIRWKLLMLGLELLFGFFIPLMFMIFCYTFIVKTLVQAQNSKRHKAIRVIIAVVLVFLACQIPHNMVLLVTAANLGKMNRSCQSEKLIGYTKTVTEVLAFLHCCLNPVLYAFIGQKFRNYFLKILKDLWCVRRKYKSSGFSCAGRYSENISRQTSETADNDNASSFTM
CXCR6 block – CXCR6 (human) receptor inhibition | 0.36% of 360,000 active | CHO-K1 PathHunter CXCR6 beta-arrestin, luminescence | AID 602244 | inhibition, % at 20 µM | O00574; in the data active = inhibition above about 34%, passing the limit was not always enough;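 also: antagonist mode with CXCL16 agonist at 10 nM final; 0% = 10 nM CXCL16 with DMSO and 100% = unstimulated wells without agonist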
APOBEC3G inh – blocks human APOBEC3G single-stranded DNA deamination; recombinant A3G, ssDNA deamination FAM/TAMRA fluorescence; inhibition, % at 20 µM; 0.28% of 330,000 active; Q9HC16;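 active = inhibition of at least 40% at 20 µM, with no more than 30% in the related APOBEC3A deaminase screen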;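 also: plate controls were DMSO wells with A3G for no effect and wells lacking A3G enzyme for full effect; some compounds called inactive have numbers as strong as hits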
Target sequence (Q9HC16 whole entry, looked up): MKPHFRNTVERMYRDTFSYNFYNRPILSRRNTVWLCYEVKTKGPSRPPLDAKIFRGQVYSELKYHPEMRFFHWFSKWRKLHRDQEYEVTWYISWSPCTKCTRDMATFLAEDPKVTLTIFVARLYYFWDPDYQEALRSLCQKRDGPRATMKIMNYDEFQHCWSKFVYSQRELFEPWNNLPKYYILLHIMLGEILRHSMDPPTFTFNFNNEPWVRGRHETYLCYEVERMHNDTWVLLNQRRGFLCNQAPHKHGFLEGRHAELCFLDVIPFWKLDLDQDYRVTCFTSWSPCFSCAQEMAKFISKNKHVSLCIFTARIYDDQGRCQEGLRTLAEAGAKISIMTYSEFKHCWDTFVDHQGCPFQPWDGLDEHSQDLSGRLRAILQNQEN
Gli-Sufu block – antagonists of Gli-Sufu signaling; Sufu-KO-LIGHT fibroblasts, Gli luciferase reporter luminescence; 0.74% of 340,000 active; inhibition, % at 5 µM; AID 588413;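 active = inhibition above about 55%, limit read from the data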;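 also: 0% = DMSO-treated cells and 100% = wells with medium but no cells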
APOBEC3A inh – blocks human APOBEC3A ssDNA deamination. P31941. recombinant A3A, FAM/TAMRA ssDNA deamination fluorescence. inhibition, % at 20 µM. 0.41% of 330,000 active;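 active = at least 40% inhibition at 20 µM here, with at most 30% in a related deaminase screen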;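 also: plate controls were A3A with DMSO for no effect and wells lacking A3A enzyme for full effect; some results filed as inactive read as strong as hits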
Target sequence (P31941 whole entry, looked up): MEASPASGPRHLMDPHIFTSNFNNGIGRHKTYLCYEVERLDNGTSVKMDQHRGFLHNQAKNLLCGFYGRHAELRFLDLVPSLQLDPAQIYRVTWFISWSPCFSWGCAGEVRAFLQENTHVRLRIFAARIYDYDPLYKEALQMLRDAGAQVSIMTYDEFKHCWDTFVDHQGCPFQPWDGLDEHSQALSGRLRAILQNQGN
EBI2 antag – EBI2 (human) antagonism. 0.81% of 360,000 active. AID 651636. inhibition, % at 5 µM. EBI2 beta-arrestin recruitment, luminescence, 7a,25-OHC stimulated; in the data active = inhibition above about 38%;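 also: enzyme fragment complementation signal reports receptor beta-arrestin coupling in cells; 0% = agonist plus DMSO wells and 100% = wells without agonist; some results beyond the cut were filed as inactive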
GRIN3A LBD mod – modulators (binders) of human NR3A ligand-binding domain. 2.5% of 340,000 active. AID 1259313. Tm shift relative to glycine control, % at 25 µM. NR3A LBD differential scanning fluorimetry, Tm shift; 0% = protein alone, 100% = glycine-bound protein;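 active = melting temperature shift of at least 10% of the positive control shift, at one fixed dose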
MPTP block – inhibitors of mitochondrial permeability transition pore; isolated mouse mitochondria, Ca2+ swelling absorbance, 30 min; inhibition, % at 10 µM; 1.4% of 360,000 active; AID 602449;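 active = inhibition of 50% or more, scaled per plate between neutral and stimulator controls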;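 also: 0% = DMSO wells given calcium and 100% = 1 mM EGTA wells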
* = called active by the depositor; nt = not tested or not shown; & = joins results of further samples. Compounds as they come. About 5.8% of those tested had a hit in this group.

# | compound | APOBEC3G inh | CXCR6 block | APOBEC3A inh | Gli-Sufu block
1 | CCC1(c2ccccc2)NC(=O)N(CC(=O)Nc2cccc(S(=O)(=O)N3CCCCC3)c2)C1=O (centres undefined) | 5 | -6 | 2 | -1
2 | Cc1ccccc1NC(=O)c1cnc2ccccn2c1=O | -5 | -6 | 0 | -20
3 | O=C(O)c1cccc2c1/C(=N/O)c1ccccc1-2 | 0 | -8 | -1 | -6
4 | O=C(CNC(=O)[C@@H]1Cc2ccccc2CN1)NC1CCCC1 | -4 | -8 | -2 | 1
5 | CCc1nnc(NC(=O)CCC(=O)NC2CCCc3ccccc32)s1 (centres undefined) | -5 | -6 | -5 | -1
6 | COc1ccccc1/C=C/C(=O)OCC(=O)N1CCCCC1 | 12 | -4 | 1 | -4
7 | S=c1[nH]nc(-c2ccncc2)n1/N=C/c1cccc(Cl)c1 | 53* | 10 | -4 | 0
8 | C=CCN1C(=O)[C@@H]2Cc3c([nH]c4ccccc34)C(c3cc(OC)c(OC)c(OC)c3)N2C1=S (some centres undefined) | -15 | -4 | -6 | 48
9 | COc1ccc(C(=O)O/N=C(/c2ccccc2)c2ccncc2)cc1 | -5 | -3 | 0 | -22
10 | O=C(CSc1ccc2nnc(-c3ccncc3)n2n1)Nc1ccc2c(c1)OCO2 | 2 | -1 | 2 | 8
11 | Cc1ccc(NC(=O)CN2C(=O)NC(C)(C3CC3)C2=O)c(C)c1 (centres undefined) | -9 | -9 | 0 | -15
12 | Cc1ccc(C)c(S(=O)(=O)N2CCCOC2CNC(=O)C(=O)NC2CC2)c1 (centres undefined) | -6 | 4 | 0 | 3

# | CCR6 antag | MPTP block | EBI2 antag | GRIN3A LBD mod
1 | 20 | 0.2 | -6 | -9
2 | -15 | -0.6 | -4 | -1
3 | -2 | -0.6 | -2 | 3
4 | -4 | 0.9 | -6 | 2
5 | 13 | 0.5 | -1 | 0
6 | 5 | -0.5 | 2 | 2
7 | 10 | 0.3 | 1 | 3
8 | 3 | 2.2 | 9 | -13
9 | 0 | -1.6 | 10 | 1
10 | 6 | -0.1 | 2 | 0
11 | 5 | -2.1 | -8 | 3
12 | 1 | -1.4 | -10 | -3

Additional records follow.
# | compound | APOBEC3G inh | CXCR6 block | APOBEC3A inh | Gli-Sufu block
13 | Cc1ccc(S(=O)(=O)CC(=O)c2ccc([N+](=O)[O-])cc2)cc1 | -5 | -2 | -2 | 7
14 | O=C(Nc1ccc(N2CCCC2)cc1)c1cc(Cl)ccc1Cl | -6 | -2 | -1 | -7
15 | Cc1ccc(NS(=O)(=O)c2ccc3c(c2)NC(=O)CO3)cc1 | -1 | -3 | -1 | -2
16 | CC1(C)Cc2cccc(OCC(=O)NCc3ccc(F)cc3)c2O1 | 3 | -3 | 2 | 0
17 | COc1ccc(CC(C)NCC(O)c2ccc(O)c(NC=O)c2)cc1 (centres undefined) | nt | 8&0 | nt | -4
18 | Cc1nn(CC(=O)N2CCN(C)CC2)c(=O)c2c1sc1ccccc12 | -3 | -13 | -1 | -13
19 | COc1ccc2nc(SCC(=O)NC(C)(C)C)[nH]c2c1 | -6 | 4 | -2 | -7
20 | COc1ccc(C(=O)Nc2ccc(Br)cn2)cc1S(=O)(=O)N1CCOCC1 | -6 | -9 | -5 | 6
21 | CC(C)=CCN1CCN(Cc2cccc3nccnc23)CC1CCO (centres undefined) | -6 | -13 | 1 | -8
22 | CCCn1c(O)c(N=NC(=O)CNC(=O)c2cccnc2)c2ccccc21 | -3 | -6 | -1 | 7
23 | Cc1ccccc1-c1ccc(=O)n(CC(=O)Nc2ccc(S(=O)(=O)N(C)C)cc2)n1 | 0 | -2 | 6 | 30
24 | O=C(NS(=O)(=O)N1CCCC1)C1=C(N2CCCC2)COC1=O | 1 | 6 | 0 | -22

# | CCR6 antag | MPTP block | EBI2 antag | GRIN3A LBD mod
13 | 4 | 3.6 | -15 | -1
14 | 10 | 1.2 | -5 | -3
15 | -4 | -0.3 | -3 | 4
16 | 10 | 0.1 | 0 | -2
17 | -2 | 0.0&-1.6 | -4&2 | -1
18 | 10 | 2.0 | -8 | 2
19 | 8 | 0.8 | -2 | 2
20 | 2 | -1.4 | -21 | 1
21 | 7 | 0.6 | -4 | 2
22 | 3 | -1.1 | -6 | 0
23 | 13 | 0.8 | 5 | 0
24 | 9 | 1.1 | -7 | -1

Next entries follow:
# | compound | APOBEC3G inh | CXCR6 block | APOBEC3A inh | Gli-Sufu block
25 | COc1cccc(NC(=O)CN(C)C(=O)c2cc(S(=O)(=O)N3CCCCC3)ccc2Cl)c1 | -5 | 5 | -1 | -1
26 | O=C(O)Cn1ccnc1 | 4 | -8 | 7 | -11
27 | COc1cccc(NC(=O)Cn2c(=O)n(-c3ccccc3)c(=O)c3oc4ccccc4c32)c1 | -4 | 13 | -1 | -8
28 | CNC(=S)Nc1ccc([N+](=O)[O-])cc1 | -6 | -2 | -9 | -6
29 | COc1ccc(OC)c(NC(=O)CSc2nnc(-c3ccco3)n2-c2ccc(C(=O)O)cc2)c1 | -7 | 6 | -1 | 1
30 | Nn1cc(-c2ccccc2)nc1SCC(=O)NCCN1C(=O)CSC1=O | -6 | -4 | -4 | 7
31 | COc1ccc(S(=O)(=O)N(C)c2ccc(C(=O)N3CCCCC3)cc2)cc1 | -12 | -12 | -3 | 30
32 | CCCC(C(=O)NCC1CCCO1)N(Cc1ccco1)C(=O)CNS(=O)(=O)c1ccc(F)cc1 (centres undefined) | -11 | 0 | -5 | 3
33 | CCOC(=O)CCCCCC(=O)Nc1ccc2c(c1)C(=O)N([C@H](C)CO)C[C@@H](C)[C@H](CN(C)S(=O)(=O)c1cn(C)cn1)O2 | -5 | 1 | -4 | -8
34 | CCOC(=O)c1cccc(NC(=O)CCNS(=O)(=O)c2cccc3nonc23)c1 | -10 | 3 | -3 | -15
35 | COc1ccccc1NC(=O)C(C)OC(=O)Cn1cnc2c1c(=O)n(C)c(=O)n2C (centres undefined) | 1 | 1 | 1 | -6
36 | CCc1ccc(Nc2nc3ccccc3c(=O)s2)cc1 | 0 | -9 | 0 | -13

# | CCR6 antag | MPTP block | EBI2 antag | GRIN3A LBD mod
25 | 3 | -1.0 | 0 | 2
26 | -3 | 0.0 | -15 | 4
27 | 10 | -12 | -5 | -4
28 | 8 | 12 | 9 | -1
29 | -8 | -0.1 | -5 | 4
30 | -11 | -0.8 | 3 | -2
31 | 15 | -0.1 | 3 | 0
32 | -3 | -1.1 | 4 | 0
33 | 7 | -0.4 | 2 | 1
34 | 7 | -0.8 | -2 | 2
35 | -5 | -2.8 | 6 | 3
36 | -11 | -0.2 | -13 | 0

(list continues)
# | compound | APOBEC3G inh | CXCR6 block | APOBEC3A inh | Gli-Sufu block
37 | O=C(Nc1cccc(-c2nc3ccccc3s2)c1)c1cccs1 | -5 | 6 | -1 | -65
38 | CCOP(=O)(OCC)c1nc(Cc2ccccc2)oc1NCc1ccccc1 | -9 | 4 | -7 | 5
39 | N#CCSCC(=O)Nc1ccc(Cl)cc1 | -5 | -9 | -1 | 5
40 | CC(C)NC(=O)NC(=O)CSc1nnc(-c2ccccc2F)n1N | -2 | -6 | 1 | -5
41 | Cc1cc(NC(=O)c2cccc(S(=O)(=O)N3CCC(C)CC3)c2)no1 | -5 | 1 | -5 | 2
42 | COc1ccc(S(=O)(=O)N2CCCCCC2)cc1C(=O)N(C)CC(=O)Nc1ccccc1Cl | -2 | 5 | -2 | 3
43 | CCOc1ccc(CNC(=S)N/N=C/c2cccnc2)cc1 | -9 | -4 | -4 | 31
44 | CCCCOc1ccccc1NC(=O)CC1Nc2ccccc2NC1=O (centres undefined) | -4 | 3 | -5 | 7
45 | O=C(NCCCCCCNC(=O)C1CCCC1)C1CCCC1 | -5 | -2 | -1 | 1
46 | CCOC(=O)c1sc(=NC(=O)c2ccc(S(=O)(=O)N(C)c3ccccc3)cc2)n(C)c1C | -4 | 8 | 0 | 46
47 | CN(C)CCNC(=O)C(C(=O)c1ccc(F)cc1)n1ccccc1=O (centres undefined) | -6 | -10 | -4 | 8
48 | Cc1cccc(NC(=O)c2cccc(C(=O)Nc3cccc(C)c3C)n2)c1C | -8 | 12 | -8 | 32

# | CCR6 antag | MPTP block | EBI2 antag | GRIN3A LBD mod
37 | 5 | 18 | -2 | 12*
38 | 2 | -2.0 | -5 | -1
39 | -5 | -3.1 | 10 | -1
40 | 3 | 0.3 | -6 | -1
41 | 14 | 1.2 | 5 | 7
42 | 9 | 0.7 | 6 | 0
43 | -5 | 2.2 | 6 | 1
44 | 9 | 0.4 | 5 | -2
45 | -11 | -0.9 | -10 | -1
46 | 16 | 0.9 | 9 | 0
47 | -2 | 2.6 | 0 | 2
48 | 7 | 0.1 | 28 | 1

(continued)
# | compound | APOBEC3G inh | CXCR6 block | APOBEC3A inh | Gli-Sufu block
49 | CN1CCN(C(=O)CSc2nc3ccc(NC(=O)c4ccccc4F)cc3s2)CC1 | -3 | -9 | 0 | -20
50 | CCOC(=O)N1CCN(c2nnnn2-c2ccccc2)CC1 | -8 | -1 | -8 | 1
51 | CCOc1ccc(C2CC(=O)N(Nc3ccc([N+](=O)[O-])cc3[N+](=O)[O-])C2=O)cc1 (centres undefined) | -4 | 14 | 2 | 5
52 | CC12CCC(C(=O)Nc3ccccc3)(C(Br)C1=O)C2(C)C (centres undefined) | -6 | -5 | -3 | 0
53 | Cc1cc(N2CCOCC2)c(F)cc1C(=O)c1ccccc1 | -3 | 3 | 1 | -6
54 | COc1cccc(CNS(=O)(=O)c2ccc3c(c2)C(C)(C)C(=O)N3C)c1 | 5 | -4 | 10 | -8
55 | O=C(CSc1ncnc2c1oc1ccccc12)Nc1nccs1 | -16 | 0 | -1 | 3
56 | COc1ccc(CN(CC(=O)NCc2ccccc2)C(=O)CCC(=O)Nc2cc(C)ccn2)cc1 | -5 | -3 | -6 | -8
57 | Cn1c(=O)c2c(nc(C3CC4C5CCC(C5)C4C3)n2C)n(C)c1=O (centres undefined) | nt | -4 | nt | 15
58 | CCn1c(=O)c(=O)n(CC)c2cc(S(=O)(=O)N3CCc4ccccc43)ccc21 | -12 | -1 | -1 | -15
59 | O=C(Nc1nc(-c2cc(F)ccc2F)cs1)C1=NN(c2ccccc2)C(=O)CC1 | -5 | -5 | -2 | 6

# | CCR6 antag | MPTP block | EBI2 antag | GRIN3A LBD mod
49 | 8 | 2.2 | -2 | 0
50 | -24 | -1.1 | 11 | -2
51 | 29 | 2.9 | 14 | 0
52 | 10 | -1.3 | -2 | 2
53 | 5 | 0.0 | -8 | 0
54 | 0 | -0.5 | -7 | -3
55 | 2 | -2.3 | -4 | 2
56 | 11 | 1.7 | 2 | 1
57 | -7 | 0.7 | 2 | 3
58 | -1 | -1.9 | -6 | -4
59 | -6 | 0.6 | -8 | -5

Single records, from the list above. Screens in order: APOBEC3G inh	CXCR6 block	APOBEC3A inh	Gli-Sufu block	CCR6 antag	MPTP block	EBI2 antag	GRIN3A LBD mod
CN1CCN(C(=O)CSc2nc3ccc(NC(=O)c4ccccc4F)cc3s2)CC1 across the screens: -3	-9	0	-20	8	2.2	-2	0
CC12CCC(C(=O)Nc3ccccc3)(C(Br)C1=O)C2(C)C (centres undefined) across the screens: -6	-5	-3	0	10	-1.3	-2	2
COc1ccc(CN(CC(=O)NCc2ccccc2)C(=O)CCC(=O)Nc2cc(C)ccn2)cc1 across the screens: -5	-3	-6	-8	11	1.7	2	1
CCn1c(=O)c(=O)n(CC)c2cc(S(=O)(=O)N3CCc4ccccc43)ccc21 across the screens: -12	-1	-1	-15	-1	-1.9	-6	-4
CCOC(=O)N1CCN(c2nnnn2-c2ccccc2)CC1 across the screens: -8	-1	-8	1	-24	-1.1	11	-2

Assay outcomes: PubChem BioAssay, Sanford-Burnham Center for Chemical Genomics
